# ASAP1 inh: inhibitors of human ASAP1 ArfGAP activity, primary screen, biochemical, fluorescence polarization; Arf-GAP with SH3 domain, ANK repeat and PH domain-containing protein 1 (Homo sapiens), …; inhibition, % at 16.5 µM; AID 624377, 2012; 360,000 compounds, 0.19% hits; ASAP1-stimulated ARF1 GTP hydrolysis, GDP FP detection; in the data active means inhibition above about 25%;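 further: 0% = vehicle with enzyme and substrate and 100% = no enzyme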
# ADAM17 inh: ADAM17 inhibitors, primary screen, biochemical, QFRET; Disintegrin and metalloproteinase domain-containing protein 17 (Homo sapiens), P78536; inhibition, % at 6.95 µM; AID 720648, 2013; recombinant ADAM17, EDANS/DABCYL FRET peptide cleavage; 370,000 compounds, 0.83% hits;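 active means inhibition above the mean of compounds lying between control limits plus 3 SD, set per campaign, cut at about 8.5% in these data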;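 further: 0% = DMSO-only wells as the low control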
# Target sequence (P78536 215-824 limits assumed): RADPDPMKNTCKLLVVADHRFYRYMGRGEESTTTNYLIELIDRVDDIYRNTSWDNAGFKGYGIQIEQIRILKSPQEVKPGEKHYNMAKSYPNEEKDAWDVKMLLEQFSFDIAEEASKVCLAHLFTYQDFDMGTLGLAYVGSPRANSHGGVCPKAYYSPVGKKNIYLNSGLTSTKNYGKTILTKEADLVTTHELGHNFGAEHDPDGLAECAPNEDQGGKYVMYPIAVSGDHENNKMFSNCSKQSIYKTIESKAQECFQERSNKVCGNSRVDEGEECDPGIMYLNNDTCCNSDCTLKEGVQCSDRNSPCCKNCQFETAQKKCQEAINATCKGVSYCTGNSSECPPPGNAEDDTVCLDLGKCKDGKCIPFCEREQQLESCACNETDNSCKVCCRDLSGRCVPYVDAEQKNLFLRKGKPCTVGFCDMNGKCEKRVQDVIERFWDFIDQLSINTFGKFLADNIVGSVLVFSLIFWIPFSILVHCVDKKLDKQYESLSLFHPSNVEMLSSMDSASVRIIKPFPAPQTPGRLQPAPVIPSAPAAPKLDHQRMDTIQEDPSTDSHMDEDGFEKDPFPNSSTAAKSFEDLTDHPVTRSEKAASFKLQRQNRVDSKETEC
# Tn6 DDE FP: inhibitors of Tn6 peptide binding to fibrin DD(E), primary screen, biochemical, fluorescence polarization, human fibrin, Tn6 probe; Fibrinogen beta chain (Homo sapiens), P02675; Fibrin DD(E) TRITC-Tn6 fluorescence polarization displacement; inhibition, % at 8.3 µM; 370,000 compounds, 0.21% hits; AID 720509, 2013;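 active means inhibition above a per-campaign cutoff: mean of compounds within control limits plus 3 SD, cut at about 15% in these data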;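 further: 0% = median of all compound wells on the plate and 100% = blocking peptide control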
# ARFGAP1 inhibitor: inhibitors of rat ARFGAP1 GAP activity, primary screen, biochemical, fluorescence polarization, GDP tracer | 360,000 compounds, 0.26% hits | AID 651572, 2012 | inhibition, % at 16.5 µM | ADP-ribosylation factor GTPase-activating protein 1 (Rattus norvegicus), Q62848 | Arfgap1-stimulated ARF1 GTP hydrolysis, GDP FP detection;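 active means inhibition above a per-plate limit, mean inhibition of low control wells plus 3 SD, cut at about 25% in these data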;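 further: 0% = DMSO wells with enzyme and 100% = wells lacking Arfgap1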
#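 Repeats: one replicate per compound; assay system: rat Arfgap1 catalytic domain, aa 1-136; times: enzyme reaction 120 min at 25 °C after 20 min preincubation; detection: FP of antibody-bound GDP Alexa 633 tracer, ex 620/em 688 nm; benchmarks: high control wells lacking Arfgap1, low control full reaction with DMSO; reagent: human ARF1(Δ1-17)-GTP substrate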
# DDE Tn7 FP inh: inhibitors of Tn7 peptide binding to fibrin DD(E), primary screen, biochemical, fluorescence polarization, human fibrin, Tn7 probe; Fibrinogen beta chain (Homo sapiens), P02675; FP displacement of FITC-Tn7 peptide from fibrin DD(E); 0% = median of compound wells per plate; inhibition, % at 8.3 µM; 370,000 compounds, 0.13% hits;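 active means inhibition above the mean of compounds falling within the control limits plus 3 SD of them, cut at about 14% in these data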;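 further: 0% = plate median of compound wells and 100% = 10 µM Aha-Tn7 peptide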
#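 Assay system: Human fibrin DD(E) protein | Medium: Tris buffer with calcium and detergent, pH 7.8 | Reagent: 0.1 µM fluorescent Tn7 | Compound dosing: Single point at 8.3 µM | Times: 10 min preincubation, 3 h with tracer, room temperature | Detection: Fluorescence polarization of the labelled Tn7 tracer | Controls: Aha-Tn7 high control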
# PLC-beta3 inh: human PLC-beta3 inhibitors, primary screen, biochemical, fluorescence | 1-phosphatidylinositol 4,5-bisphosphate phosphodiesterase beta-3 (Homo sapiens), Q01970 | Purified PLC-beta3, fluorogenic substrate | inhibition, % at 12.2 µM | 370,000 compounds, 0.18% hits; in the data active means inhibition above about 11%;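 further: 0% = median of compound wells on plate and 100% = full blocker control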
# UHRF1 MBD2 ctr: UHRF1 methylated DNA binding inhibitors, primary screen, counter-screen for MBD2 inhibitor project, biochemical, TR-FRET, human UHRF1, single concentration; E3 ubiquitin-protein ligase UHRF1 (Homo sapiens), Q96T88; AID 687016, 2013; UHRF1 binding to methylated oligo; 370,000 compounds, 0.75% hits; inhibition, % at 4.4 µM; in the data active means inhibition above about 21%;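 further: UHRF1 SRA domain binding a hemimethylated CpG hairpin DNA probe; 0% = median of test compound wells and 100% = reference inhibitor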
# PLC-gamma1 inh: PLC-gamma1 enzyme inhibitors, primary screen, biochemical, fluorescence, purified enzyme; fluorogenic substrate; inhibition, % at 12.2 µM; 370,000 compounds, 0.84% hits; in the data active means inhibition above about 9.5%
# MBD2 inh: inhibitors of MBD2 binding to methylated DNA, primary screen, biochemical, TR-FRET, DNA-binding domain, human. Methyl-CpG-binding domain protein 2 (Homo sapiens), Q9UBB5. MBD2 binding to methylated oligonucleotide. inhibition, % at 4.4 µM. 370,000 compounds, 0.31% hits; in the data active means inhibition above about 13%
# Target sequence (Q9UBB5 whole entry, looked up, the tested form may be a part): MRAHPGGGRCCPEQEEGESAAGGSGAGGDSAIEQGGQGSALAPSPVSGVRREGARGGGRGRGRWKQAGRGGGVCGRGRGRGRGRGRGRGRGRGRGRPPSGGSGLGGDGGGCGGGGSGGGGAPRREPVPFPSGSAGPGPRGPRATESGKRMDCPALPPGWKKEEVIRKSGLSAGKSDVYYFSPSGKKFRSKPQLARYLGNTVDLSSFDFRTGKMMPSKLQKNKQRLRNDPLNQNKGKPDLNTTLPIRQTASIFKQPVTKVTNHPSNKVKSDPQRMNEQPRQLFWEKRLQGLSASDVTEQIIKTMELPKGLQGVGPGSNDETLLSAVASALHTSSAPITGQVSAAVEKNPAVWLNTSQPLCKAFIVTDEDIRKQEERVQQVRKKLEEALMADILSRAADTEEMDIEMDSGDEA
# KLK7 zymogen act: proKLK7 zymogen activators, primary screen, biochemical, fluorescence intensity; activation, % at 7 µM; AID 652039, 2013; 370,000 compounds, 0.9% hits; purified proKLK7, EDANS-DABCYL substrate fluorescence; 100% is mature enzyme control, 0% vehicle;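 active means activation above the mean of all tested compounds plus 3 SD, computed per campaign excluding outliers beyond control limits, cut at about 13% in these data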
# Starred values were filed as active, the others as inactive; i = inactive; · = not tested or not shown.
canonical_smiles	ASAP1 inh	ADAM17 inh	Tn6 DDE FP	ARFGAP1 inhibitor	DDE Tn7 FP inh	PLC-beta3 inh	UHRF1 MBD2 ctr	PLC-gamma1 inh	MBD2 inh	KLK7 zymogen act
COC(=O)C1CN(Cc2cn(Cc3ccc(OC)cc3)nn2)CCS(=O)(=O)N1Cc1ccc(C)cc1 (configuration not stated)	·	-3	7	·	2	-2	-2	0	3	-0.1
O=C1NCC(=O)N2CCC[C@@H]12	-7	-1	10	·	-3	5	0	2	-2	-0.3
Cc1c(Cl)c(C(F)F)nn1CC(=O)NC1C(=O)N2C(C(=O)O)=C(CSc3nnnn3C)CSC12 (configuration not stated)	-1	-4	-3	-3	0	-4	2	0	0	-0.4
CCOc1ccc(-c2ccc(SCC(=O)NCC3CCCO3)nn2)cc1 (configuration not stated)	-13	-6	0	-1	-3	-20	-1	-10	-3	0.9
Cc1cc(C(=O)NNC(=O)NC(C)C)no1	14	-3	-3	-15	-5	-5	-1	0	-1	-0.1
O=C(c1cc(COc2cccc3cnccc23)on1)N1CCCC(CCCO)C1 (configuration not stated)	-9	-30	4	-1	3	-38	2	-20	-4	6.6
CC(=O)Nc1ccc(NC(=O)c2ccc(N(Cc3ccccc3C)S(C)(=O)=O)cc2)cc1	13	1	-4	1	0	0	4	14*	-4	0.0
CCOC(=O)c1ccc(-n2c(CN3CCN(CCO)CC3)nc3ccc([N+](=O)[O-])cc3c2=O)cc1	6	-1	-4	-5	0	-9	-3	1	4	0.2
CCOC(=O)CNC(=S)n1ncnc1N	-11	-4	-3	4	6	3	-2	0	3	-0.5
Cc1ccc(N2CC(C(=O)Nc3ccc(S(=O)(=O)Nc4nccc(C)n4)cc3)CC2=O)cc1 (configuration not stated)	-3	-1	4	0	5	2	-2	0	0	-0.4
COCCCn1c(C(=O)N2CCOCC2)cc2c(=O)n3cccc(C)c3nc21	10	-410	-5	7	-5	i	0	i	0	19*
CSc1nnc2c3ccccc3n(Cc3ccccc3)c2n1	1	-1	-8	-9	3	2	-3	0	1	-0.4
COCCN(CC(=O)Nc1cccc(S(=O)(=O)N2CCCC2)c1)Cc1nc2ccccc2c(=O)[nH]1	-1	-5	1	-5	-8	-10	1	-2	-4	0.4
CC(NC(=O)C12CC3CC(CC(C3)C1)C2)C(=O)N/N=C/C1=C(N2CCOCC2)C(=C\c2ccccc2)/CC1 (configuration not stated)	1	0	0	2	-4	-5	3	-7	-1	0.0
CCN(CC(=O)Nc1c(F)cccc1F)C(=O)CC1CCCC1	6	0	-8	4	-2	-4	-2	-1	2	-0.2
COc1ccc(NC(=S)NCCC2=CCCCC2)cc1OC	-2	1	-3	11	-5	4	-3	2	2	0.6
CCN(CCCNC(=O)C1CCN(S(=O)(=O)N2CCOCC2)CC1)c1cccc(C)c1	-4	-5	0	-3	6	1	-3	1	-2	-0.2
O=C(/C=C/c1ccc([N+](=O)[O-])cc1)NNC(=O)C1CC1	6	-5	5	-11	0	-4	-4	-3	-1	0.0
O=C(NNC(=O)C1CC=CCC1C(=O)O)c1cccs1 (configuration not stated)	-8	-1	-1	-1	6	-2	-3	0	-1	0.5
CCc1nnc(SCC(=O)N2CCCC(N3CCN(c4ccccc4C)CC3)C2)o1 (configuration not stated)	4	-1	-3	3	5	-9	1	5	5	0.2
CC(=O)c1c(C)[nH]c(C(=O)Nc2c(C)n(C)n(-c3ccccc3)c2=O)c1C	2	-5	-1	-1	5	0	0	1	-1	-0.1
Cc1ccc2c(c1)C(=O)C(=O)N2Cc1ccc(C(F)(F)F)cc1	6	-2	-3	0	2	0	1	2	-1	-0.2
COc1ccc(-n2c(CNC(=O)c3cccs3)n[nH]c2=S)cc1	-11	0	0	-4	5	2	-1	2	3	0.0
CC(C)Oc1ccc(C(=O)N/N=C/c2ccc(-c3ccc(S(=O)(=O)Nc4ncccn4)cc3)o2)cc1	-9	-109	-14	-5	-4	-124	8	-103	3	1.3
CC1CCCCC1NC(=O)COC(=O)Cc1ccc(Cl)cc1 (configuration not stated)	-5	-3	-10	-7	-1	-3	-1	-1	1	0.1
NC(=O)CC(NC(=O)Cc1cccc2ccccc12)c1ccc(N2CCC(N3CCCCC3)CC2)c([N+](=O)[O-])c1 (configuration not stated)	-2	-1	11	-8	-10	4	-2	2	-7	0.2
O=[N+]([O-])c1cc(-c2nnc(-c3ccccc3)o2)ccc1Oc1ccc(Cl)cc1	2	-3	2	8	9	-3	5	-3	6	-0.5
Cc1cccc(N2CCN(C(=O)c3cc(S(=O)(=O)N4CCOCC4)cn3C)CC2)c1C	3	-4	8	-5	6	-2	1	1	3	0.0
COC(=O)C[C@@H]1CC[C@@H](NC(=O)Nc2cc(F)ccc2F)[C@@H](CO)O1	3	-6	7	-3	-4	-2	15	1	8	-0.4
CCOC(=O)C1=C(COC(=O)Cc2ccccc2F)NC(=O)NC1C (configuration not stated)	4	-6	-8	-7	-2	-9	0	-1	-1	0.5
CCOC(=O)C1CCCCN1Cc1cccc(OCc2ccccc2)c1 (configuration not stated)	-9	1	0	-3	-4	-6	3	-3	1	0.1
COC(=O)[C@@H]1C[C@H]1[C@@H](NS(=O)(=O)c1ccccc1)c1ccccc1	7	3	-4	5	-3	2	3	4	3	0.0
COc1ccc(-c2c(=O)n(OCc3nc4ccccc4[nH]3)c3ccccc3[n+]2[O-])cc1	10	-8	2	3	2	-120	-1	-84	-6	-3.0
Cc1cc(C(=O)NCc2ccc(F)cc2)c2ccccc2n1	-4	0	8	-6	2	-8	0	-4	-6	0.9
O=C(c1ccc(F)cc1)N1CCCC(c2nc(-c3cccs3)no2)C1 (configuration not stated)	0	-4	2	2	8	-5	4	0	2	0.2
COc1ccc(NC(=O)Cn2nnc(C(=O)NCCc3ccc(OC)c(OC)c3)c2N)cc1	-2	1	4	-1	0	3	15	-1	5	-0.5
NC(=O)CC(NC(=O)Cc1ccc(Br)cc1)c1ccc(NC2CCC2)c([N+](=O)[O-])c1 (configuration not stated)	10	4	-2	-5	5	2	1	8	-7	0.6
O=C(NCCc1nc2ccccc2[nH]1)Nc1ccccc1	4	-1	-4	4	2	3	-2	0	0	0.8
COc1ccccc1NC(=O)N(C)C[C@@H]1OCc2cnnn2CCCC(=O)N([C@@H](C)CO)C[C@H]1C	1	8.8*	-1	1	-3	9	-1	8	0	0.7
COc1ccc(C2=NOC(Cn3nc(-c4ccccc4)cc3C(=O)NCc3cccs3)C2)cc1 (configuration not stated)	-6	5	0	1	-2	3	-2	2	-1	1.4
CCNC(=O)/C(=C\C=C\c1ccccc1)NC(=O)c1ccc(Br)o1	12	-1	-12	-4	4	-5	-1	-6	2	0.1
COc1cccc(C(=O)NCCS(=O)(=O)NCc2ccc3c(c2)OCO3)c1	-1	-1	5	3	2	-2	-2	2	-2	-0.4
O=C(O)/C=C/C(=O)NC1CCCCC1	6	-3	-2	3	1	1	1	1	0	-0.2
CC(=O)C(C)Oc1ccc2c3c(c(=O)oc2c1)CCCC3 (configuration not stated)	-2	-128	1	-5	-3	-62	1	-47	6	1.2
O=C(c1cc(-c2ccc(Cl)cc2)nc2ccccc12)N1CCN(c2ncccn2)CC1	·	0	10	·	4	-1	1	-2	-1	-0.5
O=C(N/N=C/C=C/c1ccc([N+](=O)[O-])cc1)c1cccs1	54*	-3	3	60*	0	2	0	-1	0	-0.6
C=CCOc1ccc(C2=NOC(C(=O)Nc3ccc4c(c3)OCCO4)C2)cc1 (configuration not stated)	7	1	-5	-3	-1	-5	3	2	0	-0.1
C#CCOCCOCCOCCNc1nc(N2CCN(C(=O)C([C@@H](C)O)n3cc([C@@H](N)CCCCN)nn3)CC2)nc(N2CCN(C(=O)[C@H](CCCCN)n3cc([C@@H](N)CC(N)=O)nn3)CC2)n1 (some centres not stated)	-20	-5	4	-12	1	1	18	2	8	0.1
CNC(=S)N(Cc1ccc(OC)cc1)Cc1cc2cc(C)ccc2[nH]c1=O	4	-5	0	-1	2	-3	0	0	1	-0.2
Cc1cc(NC(=O)c2ccc(NS(=O)(=O)c3ccc(F)cc3)cc2)no1	·	-4	17*	·	2	4	0	3	3	0.0
FC(F)(F)c1cccc(Cn2nnnc2-c2cccc(C(F)(F)F)c2)c1	2	0	4	2	4	-2	4	-1	-5	-0.3
CSc1ccc(/C=C(/Sc2nnc(-c3ccccc3)o2)C(=O)O)cc1	-5	1	2	-8	-4	-3	-1	-6	2	-2.4
O=C(CCN1C(=O)C2(OCCO2)c2ccccc21)c1ccccc1	-15	-1	-1	10	-1	0	-1	3	-6	1.1
CCc1nnc(NC(=O)C2CCCN2C(=O)NC2CCCCC2)s1 (configuration not stated)	16	-3	1	-1	-7	2	0	1	4	0.0
CCn1nc(C(=O)NC2=NCCS2)c2ccccc2c1=O	-20	-1	6	-4	9	0	-2	2	-5	0.1
CN(C(=O)CCn1c(=S)oc2ccccc21)c1ccc(F)cc1	13	-3	-4	5	4	-2	3	5	9	0.4
CC(C)C(=O)N1CCCC1(C)C(=O)N(C)Cc1cccc2ccccc12 (configuration not stated)	-3	0	-10	9	-9	5	-3	0	-2	0.7
O=C(CN1C(=O)c2cccc3cccc1c23)N1CCN(c2ccc(F)cc2)CC1	6	-6	0	6	-5	-67	1	-54	3	-0.5
O=[N+]([O-])c1nn(-c2ccc3c(c2)OCCO3)n(O)c1=NCCCO	-7	-5	7	-2	-2	-1	-3	3	-8	-0.1

# Source: PubChem (The Scripps Research Institute Molecular Screening Center)
